Screening results deposited in PubChem by The Scripps Research Institute Molecular Screening Center.
M1 antag = antagonists of human M1 muscarinic receptor | P11229 | CHO-K1 hM1, Fluo-8 calcium fluorescence, ACh EC80 antagonist | inhibition, % at 3 µM | hit rate 1.3% among 360,000;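 active = percent inhibition above its own plate's cutoff, namely the mean of that plate's compound wells plus 3 SD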;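 also: peak over basal fluorescence ratio during 140 s after agonist addition; 0% = ACh EC80 plus DMSO and 100% = DMSO alone without agonist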
Target sequence (P11229 whole entry, looked up): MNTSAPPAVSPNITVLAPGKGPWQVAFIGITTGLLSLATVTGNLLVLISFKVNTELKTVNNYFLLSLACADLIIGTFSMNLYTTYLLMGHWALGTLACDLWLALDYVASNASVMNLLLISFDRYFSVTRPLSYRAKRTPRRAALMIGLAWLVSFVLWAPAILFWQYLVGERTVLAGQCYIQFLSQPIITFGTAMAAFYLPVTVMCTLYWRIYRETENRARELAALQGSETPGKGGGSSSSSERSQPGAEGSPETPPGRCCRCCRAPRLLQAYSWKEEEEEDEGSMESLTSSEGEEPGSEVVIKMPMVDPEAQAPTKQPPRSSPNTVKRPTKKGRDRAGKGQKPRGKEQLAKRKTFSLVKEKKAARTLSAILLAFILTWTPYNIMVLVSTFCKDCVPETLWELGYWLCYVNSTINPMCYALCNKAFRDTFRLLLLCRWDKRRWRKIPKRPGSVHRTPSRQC
TAAR1 antag = antagonists of human TAAR1; AID 624466; CHO RD-HGA16 TAAR1, Fluo-8 calcium fluorescence, antagonist; Q96RJ0; inhibition, % at 3 µM; hit rate 1.5% among 360,000;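 active = inhibition above a per-plate cutoff, the mean inhibition of test compounds on that plate plus 3 SD, cut at about 49% in these data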;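 also: 0% = DMSO plus EC80 beta-PEA response and 100% = DMSO alone without agonist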
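System: CHO RD-HGA16 cells bearing hTAAR1. Reagent: EC80 β-phenethylamine stimulus. Schedule: seeding 17-24 h prior, 75-min 37 °C, 30-min RT dye loading. Signal: Fluo-8 intracellular calcium dye fluorescence, real-time kinetic reads. Read-out: % inhibition from peak post-agonist over basal fluorescence ratio. Benchmarks: vehicle wells and EC80 agonist wells. Replicates: n of 1.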
CHRM1 PAM = human CHRM1 positive allosteric modulation | P11229 | CHO-K1 hM1, Fluo-8 calcium fluorescence, ACh EC20; 0% = ACh EC20, 100% = maximal ACh | activation, % at 3 µM | hit rate 0.088% among 360,000; in the data active = activation above about 19%, passing the limit was not always enough
OXTR potentiator = human OXTR potentiation. P30559. CHO-OTR cells, Fluo-8 calcium fluorescence, potentiator mode; 0% = oxytocin EC15, 100% = EC100. activation, % at 3 µM. hit rate 0.061% among 320,000. AID 2445;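 active = activation above that plate's cutoff, the mean activation of tested compounds plus 3 SD, cut at about 6.6% in these data, passing the limit was not always enough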;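 also: 100% uses oxytocin at 75 nM as the full agonist control; some results filed as inactive read as strong as hits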
Target sequence (P30559 whole entry, looked up): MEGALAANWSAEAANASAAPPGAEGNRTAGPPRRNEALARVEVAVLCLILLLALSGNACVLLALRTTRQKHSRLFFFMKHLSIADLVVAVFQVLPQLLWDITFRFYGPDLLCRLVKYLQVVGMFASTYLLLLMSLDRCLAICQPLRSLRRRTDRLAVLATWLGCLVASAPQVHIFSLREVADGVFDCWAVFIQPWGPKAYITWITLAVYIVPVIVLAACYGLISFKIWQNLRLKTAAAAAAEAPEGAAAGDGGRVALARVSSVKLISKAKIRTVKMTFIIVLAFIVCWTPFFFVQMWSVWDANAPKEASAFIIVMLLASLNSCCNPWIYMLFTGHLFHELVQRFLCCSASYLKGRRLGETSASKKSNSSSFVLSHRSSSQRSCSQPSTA
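Assay system: CHO cell line stably expressing human OTR. Reagent: EC15 oxytocin agonist. Dosing: single dose, 3.0 µM nominal final compound concentration. Timing: compound 6 min at room temperature before oxytocin, 100 s read. Signal: kinetic Fluo-8 calcium fluorescence. Controls: oxytocin EC15 low and EC100 high.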
OXTR agonist = human OXTR agonism; P30559; hit rate 0.32% among 320,000; AID 2435; CHO-OTR cells, Fluo-8 calcium fluorescence; normalized: DMSO 0%, oxytocin 100%; activation, % at 3 µM;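 active = activation above the mean of all tested compounds plus 3 SD, cutoff set per screening run, cut at about 20% in these data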;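 also: peak over basal fluorescence ratio from a 100 s FLIPR kinetic read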
M1 ag = activates human CHRM1 receptor | hit rate 0.33% among 360,000 | activation, % at 3 µM | CHO-K1 hM1, Fluo-8 calcium fluorescence, agonist mode; 0% DMSO, 100% acetylcholine EC100 | AID 588814 | P11229;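 active = activation above the run's mean compound activation plus 3 SD, cut at about 16% in these data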;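 also: peak over basal fluorescence ratio within a 140 s kinetic read after compound addition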
V1R ag counter = V1a receptor agonism, counter-screen for OXTR agonists; P37288; CHO-V1R cells, Fluo-8 calcium fluorescence, agonist mode; 0% DMSO, 100% 3 nM vasopressin; activation, % at 3 µM; hit rate 0.25% among 320,000; AID 2797;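 active = activation above the mean activation of all tested compounds plus 3 SD, per screening run, cut at about 20% in these data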;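 also: signal is peak over basal fluorescence ratio across a 100 second FLIPR read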
CHO parental Ca = counter-screen: ATP calcium response change in parental CHO cells | inhibition, % at 5.6 µM | AID 463079 | parental CHO-K1, ATP-induced calcium, Fluo-8 fluorescence | hit rate 0.63% among 330,000;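 active = inhibition above that plate's mean sample inhibition plus 3 SD, cut at about 26% in these data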;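 also: 0% = ATP-challenged DMSO wells and 100% = DMSO wells without ATP; some compounds past the cut are filed as inactive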
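Measured by: calcium-sensitive Fluo-8 fluorescence / Test system: CHO parental line / Controls: ATP-challenged DMSO wells low, unchallenged DMSO wells high / Measure: % inhibition / Compound: single nominal dose of 5.6 µM per compound / Replicates: single well per compound, no replicates / Reagent: ATP as calcium-mobilizing challenge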
TAAR1 ag = human TAAR1 agonism | Q96RJ0 | hit rate 0.99% among 360,000 | activation, % at 3 µM | CHO RD-HGA16 TAAR1, Fluo-8 calcium fluorescence; vehicle wells 0%, saturating PEA agonist 100%;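 active = activation above the mean activation of all test compounds in the run plus 3 SD, cut at about 38% in these data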
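Benchmarks: low control DMSO, high control PEA (EC100); System: CHO RD-HGA16 cells carrying human TAAR1 plus Gα16; Detection: Fluo-8 fluorescence, 5 s baseline then 140 s kinetic read; Schedule: 17-24 h plating, Fluo-8 75 min 37 °C, 30 min RT; Read-out basis: % activation from peak over basal fluorescence ratio, DMSO-to-PEA scaled.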
Starred values were filed as active, the others as inactive; . = no result given.

SMILES	M1 antag	TAAR1 antag	CHRM1 PAM	OXTR potentiator	OXTR agonist	M1 ag	V1R ag counter	CHO parental Ca	TAAR1 ag
COc1ccc(C(C#N)N2N=C(C)CC2c2ccccc2)cc1OC (configuration not stated)	6	-3	-2	-3	0.6	0	0.1	1	0
Cc1cccc(NC(=O)c2ccccn2)c1C	-9	11	4	-12	-1.5	-2	-0.3	3	5
COc1cccc(NC(=O)c2cccc(Cl)c2)c1	-11	19	1	-3	1.6	-6	-1.6	1	0
Cc1ccc(NC(=O)CCc2nnc3ccc(N4CCN(C)CC4)nn23)cc1F	-11	-9	12	-5	1.0	-6	0.6	-6	2
CC1CCCCC12NC(=O)N(CC(=O)NCc1ccccc1)C2=O (configuration not stated)	-4	5	-3	2	1.1	-1	0.3	-14	1
CN1C(=O)NC(c2ccccc2Cl)C2=C1CC(C)(C)CC2=O (configuration not stated)	12	-16	1	1	-0.3	-1	0.1	-2	4
COc1ccc(P(=O)(COc2ccc([N+](=O)[O-])cc2)c2ccc(OC)cc2)cc1	-8	-7	10	-6	2.8	-2	2.5	-8	10
Cn1nnnc1Sc1ncnc2scc(-c3cccc(Br)c3)c12	9	19	-5	-1	-2.0	-9	-0.6	-12	15
O=C(c1ccccc1)c1ccc(OCCCN2CCCCC2)cc1	34*	-7	-21	-1	0.4	-6	2.7	-16	6
CC(C)(C)NC(=O)Nc1ccc(F)c(Cl)c1	0	2	-2	-10	1.6	-4	5.7	-2	12
CC(C)Oc1cccc(C(=O)C2CCCN(Cc3ccc(Oc4ncccn4)cc3)C2)c1 (configuration not stated)	83*	-1	-28	-7	0.3	-9	0.0	-7	0
Cc1cccc(NC(=O)c2nc[nH]c2C(=O)N[C@@H](C)CO)c1	-21	14	8	.	.	0	.	.	1
Cc1c(NC(=O)C2CCCNC2=O)c(=O)n(-c2ccccc2)n1C (configuration not stated)	-3	3	3	-9	-0.3	-2	0.3	-4	1
O=C(N=NC(=O)c1ccc2c(O)n(CC3CCCO3)c(O)c2c1)c1cccnc1 (configuration not stated)	-17	-45	17	-7	1.2	-2	0.5	-15	3
COC(=O)c1c(C)cc(C)c2c1CC(C)(C)C2=O	3	4	2	-3	-2.0	0	-0.5	-15	6
COc1ccc2oc(=O)c(-c3nnc(N)s3)cc2c1	-12	-33	7	0	-0.3	-5	0.1	-5	2
COc1ccc(Cn2nnnc2CN2CCOCC2)cc1	-3	6	4	-2	0.5	-3	-0.4	-8	8
CCN1CCCC1CNC(=O)C(=O)NC(C)c1ccccc1 (configuration not stated)	24	-15	-8	6	1.3	-9	0.7	-8	0
COc1cc(C(=O)OC(C)CN2C(C)CCCC2C)cc(OC)c1OC (configuration not stated)	-29	-19	26	-6	-0.7	-3	-0.9	8	1
CC(=O)Nc1ccc(NC(=O)CCn2cnnn2)cc1	-18	-10	10	-4	0.1	-4	0.1	5	1
CCn1ncc([N+](=O)[O-])c1C(=O)Nc1ccc(C(=O)N2CCCCC2)cc1	9	-9	-3	3	3.3	-9	0.8	-2	1
O=C(Cc1ccccc1)N1CCN(S(=O)(=O)c2ccc([N+](=O)[O-])cc2)CC1	-4	18	7	-8	1.2	-5	1.8	-15	4
CCc1cc2c(=O)c(-c3nc4ccccc4n3C)coc2c(CN2CCOCC2)c1O	-5	1	10	-4	-0.4	-4	0.9	-17	9
C[C@H]([C@H](O)c1ccccc1)N(C)C(=O)CN	5	3	1	-3	0.2	-2	0.3	8	6
CC(=O)Nc1ccc(NC2=Nc3ccccc3N3C2=Nc2c(c(C)nn2-c2ccccc2)C3c2ccccc2)cc1 (configuration not stated)	-17	0	9	-4	0.2	1	1.5	-15	33
Nc1nnc(SCC(=O)Nc2cccc(S(=O)(=O)N3CCCCC3)c2)s1	-10	5	7	-9	-0.3	-1	0.8	-5	13
Cc1ccc(CNCC(=O)Nc2cccc(S(=O)(=O)NC3=NCCCCC3)c2)cc1	-7	-2	0	1	0.4	-11	0.1	-21	7
CCCOc1ccc(/C(O)=C2/C(=O)C(=O)N(CCCn3ccnc3)C2c2cccs2)cc1 (configuration not stated)	4	-6	2	-13	0.1	-6	-0.5	-7	9
Nc1cc(N)nc(SCc2ccccc2)n1	5	11	2	0	1.7	-3	1.2	-5	3
CN(CC1CCCN(CCc2ccc(Cl)cc2)C1)C(=O)CC(F)(F)F (configuration not stated)	-14	-23	-3	-7	-1.3	-9	-0.7	-22	0
COC(=O)CSc1nnc(C)n1-c1ccc(C)cc1	-19	3	-4	4	0.7	0	0.9	3	-1
O=c1[nH]c(-c2ccccc2)ncc1Oc1ccccc1	-1	-19	1	-2	-0.7	-2	0.0	-14	0
CCOc1ccc(NC(=O)Cc2c(C(=O)O)n(C)c3ccccc23)cc1	-3	9	9	4	-0.5	-4	0.2	1	6
CCN(C(=O)C1CCCN(c2nc(-c3ccc(OC)cc3)no2)C1)c1ccccc1F (configuration not stated)	-8	4	-2	-5	0.3	-7	-0.5	-11	0
Cc1cc(C)c2[nH]c(=O)c(CN(CC3CCCO3)C(=S)NCc3ccco3)cc2c1 (configuration not stated)	2	-9	-5	6	-1.6	-7	1.3	-23	2
CCc1ccc(N2CC34C=CC(O3)C(C(=O)OC(C)C)C4C2=O)cc1 (configuration not stated)	-10	-1	5	-15	-2.3	-7	-0.9	-7	0
CC(=O)c1ccc(NC(=O)CC(NCCC2=CCCCC2)C(=O)O)cc1 (configuration not stated)	-1	-8	3	-14	-0.3	-7	1.1	-9	45*
Cc1ccc(/C=C/C(=O)Nn2cnnc2)cc1	-21	-4	6	-15	-2.2	-3	-1.8	-1	11
COc1ccc(Nc2cc(C(=O)NCCCOC(C)C)c3ccccc3n2)c(OC)c1	-10	23	3	-8	-0.1	-3	25*	-22	7
O=C(CC12CC3CC(CC(Br)(C3)C1)C2)NCc1ccccc1	-18	1	16	-6	-0.3	-1	1.3	-7	-3

Reformatted with values under each structure: entries from further up
Below each SMILES – M1 antag	TAAR1 antag	CHRM1 PAM	OXTR potentiator	OXTR agonist	M1 ag	V1R ag counter	CHO parental Ca	TAAR1 ag
- CCCOc1ccc(/C(O)=C2/C(=O)C(=O)N(CCCn3ccnc3)C2c2cccs2)cc1 (configuration not stated)
 : 4	-6	2	-13	0.1	-6	-0.5	-7	9
- Nc1cc(N)nc(SCc2ccccc2)n1
 : 5	11	2	0	1.7	-3	1.2	-5	3
- CN(CC1CCCN(CCc2ccc(Cl)cc2)C1)C(=O)CC(F)(F)F (configuration not stated)
 : -14	-23	-3	-7	-1.3	-9	-0.7	-22	0
- COC(=O)CSc1nnc(C)n1-c1ccc(C)cc1
 : -19	3	-4	4	0.7	0	0.9	3	-1
- O=c1[nH]c(-c2ccccc2)ncc1Oc1ccccc1
 : -1	-19	1	-2	-0.7	-2	0.0	-14	0
- CCOc1ccc(NC(=O)Cc2c(C(=O)O)n(C)c3ccccc23)cc1
 : -3	9	9	4	-0.5	-4	0.2	1	6
- CCN(C(=O)C1CCCN(c2nc(-c3ccc(OC)cc3)no2)C1)c1ccccc1F (configuration not stated)
 : -8	4	-2	-5	0.3	-7	-0.5	-11	0
- Cc1cc(C)c2[nH]c(=O)c(CN(CC3CCCO3)C(=S)NCc3ccco3)cc2c1 (configuration not stated)
 : 2	-9	-5	6	-1.6	-7	1.3	-23	2
- CCc1ccc(N2CC34C=CC(O3)C(C(=O)OC(C)C)C4C2=O)cc1 (configuration not stated)
 : -10	-1	5	-15	-2.3	-7	-0.9	-7	0
- CC(=O)c1ccc(NC(=O)CC(NCCC2=CCCCC2)C(=O)O)cc1 (configuration not stated)
 : -1	-8	3	-14	-0.3	-7	1.1	-9	45*
- Cc1ccc(/C=C/C(=O)Nn2cnnc2)cc1
 : -21	-4	6	-15	-2.2	-3	-1.8	-1	11
- COc1ccc(Nc2cc(C(=O)NCCCOC(C)C)c3ccccc3n2)c(OC)c1
 : -10	23	3	-8	-0.1	-3	25*	-22	7
- O=C(CC12CC3CC(CC(Br)(C3)C1)C2)NCc1ccccc1
 : -18	1	16	-6	-0.3	-1	1.3	-7	-3

Next entries
SMILES	M1 antag	TAAR1 antag	CHRM1 PAM	OXTR potentiator	OXTR agonist	M1 ag	V1R ag counter	CHO parental Ca	TAAR1 ag
CC(C)(C)N(NS(=O)(=O)c1ccc(F)cc1)c1ccccc1	-4	2	4	-6	-1.6	-4	-0.9	2	1
CCNC(=O)Nc1cc(S(=O)(=O)N2CCOCC2)ccc1N1CCCCC1	-27	-15	19	.	.	-3	.	.	1
CC1CCCN(C(=O)COC(=O)c2cc(Br)ccc2O)C1 (configuration not stated)	-4	16	0	-6	-1.7	-5	-0.2	-11	0
CCCCCN(C(=O)CCC(=O)OCc1ccc(Cl)cc1Cl)c1c(N)n(CCCC)c(=O)[nH]c1=O	-5	-29	-3	-8	-0.9	-2	-1.5	-43	1
CC(OC(=O)c1oc2ccccc2c1COc1ccccc1)C(N)=O (configuration not stated)	-7	-10	5	-10	0.0	-8	1.1	-9	15
COCCSc1nnc(NC(=O)C2CC(=O)N(C3CCCC3)C2)s1 (configuration not stated)	4	-1	2	4	1.0	-3	-0.4	-5	5
Cc1onc(COc2ccccc2O)c1Br	-9	4	9	-15	-0.2	-4	1.4	-14	11
O=C(O)CSC(=S)N1CCCC1	-7	-26	4	-4	-0.6	-2	2.3	-2	1
COC(=O)c1sc(NC(=O)c2csc3c2CCCC3)nc1C	1	9	-3	-6	-1.1	-9	-0.7	-32	12
CCc1c(C)nc2[nH]nc(NC(=O)C(F)(F)F)n2c1=O	-25	-18	5	2	-0.4	-1	-0.5	-5	12
Cc1ccc(NC(=O)C2CC(=O)n3c(nc4ccccc43)N2)cc1C (configuration not stated)	-14	15	14	-4	-0.2	-1	-0.2	11	5
CCOC(=O)CN/C=C(\C#N)c1ccc(F)cc1	-8	1	11	2	1.1	-3	-0.1	-12	6
O=C(NC(NNc1ccc([N+](=O)[O-])cc1)(C(F)(F)F)C(F)(F)F)c1ccc(F)cc1	15	24	-14	-10	9.0	-3	11	27	13
O=C(Nc1ccc(CN2CCS(=O)(=O)CC2)cc1)c1ccc(Cl)cc1	-16	-11	11	-10	0.2	0	2.1	5	0
COc1ccc(CNC(=O)Cc2cccs2)cc1	-17	.	14	-19	-0.6	0	0.1	3	.
